# Screening results as filed in PubChem BioAssay.
# RAD54 branch: RAD54 (human) branch migration inhibition. Q92698. RAD54 Holliday junction branch migration, FAM/BHQ fluorescence. inhibition, % at 10.4 µM. 360,000 tested, 0.14% active;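 active = mean normalized replicate activity at least 40 and at least half of replicates scoring 40 or more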;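 also: 0% = median of neutral control wells and 100% = median of positive control wells; inhibitors cause a drop in the FAM fluorescence signal; in these data hits start at about 50%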
# Target sequence (Q92698 whole entry, looked up): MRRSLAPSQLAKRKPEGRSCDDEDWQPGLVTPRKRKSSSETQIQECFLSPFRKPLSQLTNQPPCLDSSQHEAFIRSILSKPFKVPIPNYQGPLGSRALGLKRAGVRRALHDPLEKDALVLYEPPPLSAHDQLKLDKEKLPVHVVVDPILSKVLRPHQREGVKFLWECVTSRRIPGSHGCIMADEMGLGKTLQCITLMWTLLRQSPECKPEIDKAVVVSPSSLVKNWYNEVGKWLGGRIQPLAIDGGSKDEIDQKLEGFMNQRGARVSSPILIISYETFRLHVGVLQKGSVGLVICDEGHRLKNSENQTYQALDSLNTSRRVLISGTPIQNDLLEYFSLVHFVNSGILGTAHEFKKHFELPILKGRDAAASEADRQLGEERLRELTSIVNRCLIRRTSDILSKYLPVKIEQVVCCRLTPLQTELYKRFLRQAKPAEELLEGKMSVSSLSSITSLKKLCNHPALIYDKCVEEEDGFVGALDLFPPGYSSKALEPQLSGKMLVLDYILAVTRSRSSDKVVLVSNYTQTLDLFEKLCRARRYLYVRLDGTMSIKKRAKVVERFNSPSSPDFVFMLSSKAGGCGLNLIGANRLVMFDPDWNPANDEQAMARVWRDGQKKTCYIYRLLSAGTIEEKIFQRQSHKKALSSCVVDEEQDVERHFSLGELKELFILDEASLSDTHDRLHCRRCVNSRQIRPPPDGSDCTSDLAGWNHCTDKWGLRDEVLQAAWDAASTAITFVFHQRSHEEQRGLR
# esBAF inh: SWI/SNF esBAF complex inhibition | mouse ES cells, Bmi1-luciferase knock-in reporter, 24 h; 100% = twice the neutral-well signal | reporter increase, % at 12.5 µM | 350,000 tested, 2% active | AID 602393; in the data active = activation above about 40%;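 also: 0% = median of the plate's neutral control wells and 100% = double that signal; a rise in the Bmi1 reporter signal indicates esBAF inhibition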
# * marks the source's active call; other numbers are inactive results; / = no result given. The list is partial; the hit share may differ from the screen's.
# Second line of a record – RAD54 branch | esBAF inh
(1) Cc1nnc(SCC(=O)Nc2ncc3c(n2)CC(C)(C)CC3=O)s1
    -23 | /
(2) O=S(=O)(CCc1nc2ccccc2s1)c1ccc2ccccc2c1
    -9 | /
(3) COC(=O)c1ccc(-c2ccco2)n1Cc1cccc(C)c1
    -9 | /
(4) O=C(CN1CCN(C(=O)c2ccco2)CC1)Nc1ccccc1-c1ccccc1
    0 | /
(5) COc1ccccc1C(=O)Nc1ccc(N2CCCCC2)cc1
    -10 | /
(6) O=C(CCSc1nnnn1-c1ccccc1)N1CCOCC1
    -7 | /
(7) O=C(O)c1ccc2nc(C(F)(F)F)[nH]c2c1
    -1 | /
(8) C/C(CC(=O)Nc1ccccc1Br)=N\NC(=O)C(=O)N1CCCC1
    -9 | /
(9) Cc1ccc(-n2c(C)cc(/C=N/Nc3ccc([N+](=O)[O-])cn3)c2C)cc1
    -6 | /
(10) CCN1C(=O)N/C(=C/c2ccc(Sc3ccc(C)cc3)o2)C1=O
    -2 | /
(11) Cc1ccc(-c2cc3nc(-c4ccccc4)cc(N)n3n2)cc1
    1 | /
(12) CCS(=O)(=O)N1CCN(C(=O)c2cccc(OC)c2)CC1
    1 | /
(13) Cc1ccc(N/C(CSC(N)=O)=N\S(=O)(=O)c2ccc(C)cc2)cc1
    1 | /
(14) COCCn1nnnc1CN(CCc1ccccc1)Cc1cc2ccc(C)cc2[nH]c1=O
    -7 | /
(15) NC(=O)c1c(NC(=O)CSc2nnc(-c3ccco3)n2-c2ccccc2)sc2c1CCC2
    0 | /
(16) COC/C=C/C1=CC2=CC(=O)C(C)(OC(=O)c3cnc4ccccc4n3)C(=O)C2=CN1CC1CC1 (centres undefined)
    -15 | /
(17) CCc1ccc(-n2c(=O)c3c(C)c(C(=O)N(C)C)sc3n(CC(=O)NCc3ccco3)c2=O)cc1
    0 | /
(18) CC(=O)c1sc(Nc2nc3ccc(F)cc3s2)nc1C
    5 | /
(19) CC(C)=C1C2C=CC1C1C(=O)N(c3ccc4c(c3)OCO4)C(=O)C21 (centres undefined)
    -15 | /
(20) CCc1ccc(C(=O)COC(=O)C(Cc2ccccc2)NC(=O)c2ccc(Cl)cc2)cc1 (centres undefined)
    12 | /
(21) Cc1nn2c3ccccc3n(CCN3CCCCC3)c2nc1=O
    -7 | /
(22) N#Cc1nc(COc2ccccc2)oc1NCCN1CCOCC1
    -6 | /
(23) CCOCCCNC(=O)CS(=O)(=O)Cc1nc(-c2cccc(OC)c2)oc1C
    -14 | /
(24) Cc1cc(N2CCCCC2)nc(NCc2ccccc2)n1
    5 | /
(25) CCCCC(=O)Nc1ccc(Br)cc1C(=O)O
    -11 | /
(26) CCn1c(SCC(=O)Nc2c(C)n(C)n(-c3ccccc3)c2=O)nnc1-c1cccc(C)c1
    2 | /
(27) Cc1cccc(Cn2c(=O)n(CCCC(=O)NCc3ccco3)c(=O)c3ccccc32)c1
    4 | /
(28) NC(=S)N/N=C/c1ncc(C(F)(F)F)cc1Cl
    -8 | /
(29) CCCCOc1ccc(OC(=O)c2cccnc2)cc1
    -10 | /
(30) COc1ccccc1OCc1nc(C#N)c(N2CCC(C(N)=O)CC2)o1
    -4 | /
(31) CC(C)CCn1c(O)c(N=Nc2ccccn2)c2ccccc21
    -4 | /
(32) Cc1c(NC(=O)c2cc(-c3ccc4c(c3)OCO4)on2)c(=O)n(-c2ccccc2)n1C
    4 | /
(33) C=CCNc1cnn(CC(C)=O)c(=O)c1Br
    9 | /
(34) Cc1ccc2c(n1)CC(C)(C)C/C2=N\O
    -5 | /
(35) C=CCn1c(SCc2c(C)noc2C)nc2sc3c(c2c1=O)CCC(C)C3 (centres undefined)
    -6 | /
(36) Cc1ccc(-c2noc(CN3CCC(C(N)=O)CC3)n2)cc1
    0 | /
(37) Cc1ccc(S(=O)(=O)Nc2ccc(NC(=O)CN3CCCCC3)cc2)cc1
    / | -14
(38) CCCCCCc1ccc(OCC(=O)O)cc1OCC(=O)O
    / | -2
(39) O=[N+]([O-])c1cn(Cc2ccc(Cl)cc2)cn1
    / | -9
(40) COc1ccc(S(=O)(=O)N(C)CC(=O)Nc2ccc3c(c2)OCO3)cc1OC
    / | 8
(41) O=C1CC(c2ccc(F)cc2)CC(O)=C1C=NCCN1CCN(C(=O)Nc2ccccc2)CC1 (centres undefined)
    / | 7
(42) Cc1ccc(SCC(=O)NC(C)(C)C)cc1
    / | 56*
(43) COc1ccc(NC(=O)CSc2nnc(-c3cccs3)n2-c2ccccc2)cc1
    / | 2
(44) CN(C)Cc1c(O)ccc2c3c(c(=O)oc12)CCCCC3
    / | -2
(45) CC(=O)c1cn(CC(=O)Nc2c(C)cccc2C)c2ccccc12
    / | -21

# esBAF inh, what is marked active above.
no.	SMILES	esBAF inh
42	Cc1ccc(SCC(=O)NC(C)(C)C)cc1	56*

# Further structures:
# Second line of a record – RAD54 branch | esBAF inh
(46) C[C@@H]1CN([C@H](C)CO)C(=O)CCCn2cc(nn2)CO[C@@H]1CN(C)C(=O)c1ccccc1
    / | -5
(47) Cc1nc(SCC(=O)N2CCC(C(N)=O)CC2)n[nH]1
    / | -2
(48) COc1cccc(N2CCN(c3ncccn3)CC2)c1
    / | 43*
(49) NC(=O)N1CCN(C(=O)c2ccco2)CC1
    / | 8
(50) Cc1ccc(NC(=O)CS(=O)CC(=O)N(c2ccc(C)cc2)C(C)C(=O)NC2CCCCC2)cc1 (centres undefined)
    / | -2
(51) CCOC(=O)C1=C(C)NC2=C(C(=O)CCC2)C1c1ccc(N(C)C)cc1 (centres undefined)
    / | -8
(52) CC(C)CNC(=S)NNC(=O)c1ccc2c(c1)OCO2
    / | 1
(53) O=C(Nc1c(Cl)cccc1Cl)c1cc(=O)n(Cc2ccccc2)c(=O)[nH]1
    / | -1
(54) COc1cccc(C(C(=O)Nc2ccc(F)cc2)N(C(=O)Cn2nnc3ccccc32)C2CC2)c1 (centres undefined)
    / | -3
(55) CS(=O)(=O)c1ccccc1COC(=O)Nc1ccc(Cl)cc1
    / | 10
(56) Cc1ccsc1/C=C1\CCc2ccccc2C1=O
    / | -34
(57) O=C(NCCCc1ccccc1)c1ccccc1O
    / | 70*
(58) COc1ccc(/C=N/NC(=O)c2cccc([N+](=O)[O-])c2)cc1OC(=O)c1ccccc1
    / | -34
(59) CC1(C)NC(=O)N(CC(O)COc2ccc(N3C(=O)c4ccccc4C3=O)cc2)C1=O (centres undefined)
    / | -4
(60) COC(=O)C1(C)NC(c2cccs2)C2C(=O)N(c3ccc(F)cc3)C(=O)C21 (centres undefined)
    / | -4
(61) Cc1ccc(C2NC(=O)c3c(sc(C)c3C)N2)c(O)c1 (centres undefined)
    / | 98*
(62) Cc1ccc(NC(=O)/C(=C\c2cccc(Br)c2)NC(=O)c2ccco2)cc1
    / | 0
(63) O=C(COC(=O)Cc1cccs1)Nc1ccccc1
    / | 1
(64) CCOC(=O)COn1c(=O)c(-c2cc3ccccc3o2)[n+]([O-])c2ccccc21
    / | 52*
(65) CCc1cc2c(SCC(=O)c3cccs3)ncnc2s1
    / | 39
(66) COc1ccc(-c2cc(C(F)(F)F)nc(SCC(=O)N3CC(C)OC(C)C3)n2)cc1OC (centres undefined)
    / | -6
(67) CCOc1nnc(C)c2c(C)n(-c3cccc(Cl)c3)nc12
    / | -6
(68) CC(=O)NS(=O)(=O)c1ccc(NC(=S)NC(=O)C(C)(C)C)cc1
    / | -9
(69) Cc1c(NC(=O)c2ccccc2NS(=O)(=O)c2ccc(Br)cc2)c(=O)n(-c2ccccc2)n1C
    / | 8
(70) CCCCc1ccc(NC=C2C(=O)OC3(CCCCC3)OC2=O)cc1
    / | -29
(71) Cc1ccc(C(=O)Cn2cnc3ccccc3c2=O)cc1C
    / | 57*
(72) Cc1cc(C)nc(SCCS(=O)Cc2ccc(Cl)cc2)n1 (centres undefined)
    / | -4
(73) COc1cc(NC(=O)Cc2cccs2)ccc1-n1cnnn1
    / | 3
(74) N#Cc1cn(CC(=O)NCCc2c[nH]c3ccccc23)c2ccccc12
    / | 2
(75) COc1cccc(N(CC(=O)NC2CCCC2)C(=O)Cn2nnc(-c3ccc(C)cc3)n2)c1
    / | -6
(76) Cc1c(NC(=O)c2coc(=O)c(Br)c2)c(=O)n(-c2ccccc2)n1C
    / | -8
(77) COc1cc2c(cc1NS(=O)(=O)N1CCCCC1)oc1ccccc12
    / | 7
(78) O=C(COC(=O)C1CCN(S(=O)(=O)c2cc([N+](=O)[O-])ccc2Cl)CC1)Nc1ncc(Cl)cc1Cl
    / | -3
(79) Cc1cc(C)n(C(C[N+](=O)[O-])c2ccc(Cl)cc2)n1 (centres undefined)
    / | -3
(80) O=C(Nc1ccc(N2CCCCC2)cc1)c1ccccn1
    / | -81
(81) CCN1CCN(CCNC(=O)CSCc2nc(-c3ccc(OC)c(OC)c3)oc2C)CC1
    / | 6
(82) COC(=O)c1ccc(OCC(O)CN2C(=O)NC(C)(C)C2=O)cc1 (centres undefined)
    / | 2
(83) COc1cccc(-c2ccc(=O)n(CC(=O)NCCN3CCOCC3)n2)c1
    / | 4
(84) O=C(CSc1nc2ccccc2o1)NC(=O)NCc1ccccc1
    / | -3
(85) CCOC(=O)C(C)Sc1ncc(OC)c(=O)[nH]1 (centres undefined)
    / | -11
(86) CCCc1cc(=O)[nH]c(SCC(=O)N(CC)Cc2ccccc2)n1
    / | -10
(87) CSc1nc2ccc(S(=O)(=O)NC3CCCCC3)cc2s1
    / | 19
(88) COc1ccc(/C=C2\N=C(SC)NC2=O)cc1
    / | 14
(89) CCCC1=C(C(=O)OCC)C(c2cc(Cl)cc(OC)c2OCc2ccccc2)NC(=O)N1 (centres undefined)
    / | 1
(90) N#C/C(=C/c1ccc(OCc2ccccc2)cc1)C(=O)NC1CCCCC1
    / | 31

# In a second layout: entries from further up.
28) NC(=S)N/N=C/c1ncc(C(F)(F)F)cc1Cl
29) CCCCOc1ccc(OC(=O)c2cccnc2)cc1
30) COc1ccccc1OCc1nc(C#N)c(N2CCC(C(N)=O)CC2)o1
31) CC(C)CCn1c(O)c(N=Nc2ccccn2)c2ccccc21
32) Cc1c(NC(=O)c2cc(-c3ccc4c(c3)OCO4)on2)c(=O)n(-c2ccccc2)n1C
Compound	28	29	30	31	32
RAD54 branch	-8	-10	-4	-4	4
esBAF inh	/	/	/	/	/

# Three of the compounds above, as labelled records:
85: CCOC(=O)C(C)Sc1ncc(OC)c(=O)[nH]1 (centres undefined)
  RAD54 branch: /	esBAF inh: -11
89: CCCC1=C(C(=O)OCC)C(c2cc(Cl)cc(OC)c2OCc2ccccc2)NC(=O)N1 (centres undefined)
  RAD54 branch: /	esBAF inh: 1
84: O=C(CSc1nc2ccccc2o1)NC(=O)NCc1ccccc1
  RAD54 branch: /	esBAF inh: -3

# Next part:
# Second line of a record – RAD54 branch | esBAF inh
(91) O=C(Cn1nnc(-c2ccccc2-n2cnnn2)n1)N1CCCCC1
    / | 10
(92) COc1cc(OC)cc(OCC(O)Cn2ccnc2)c1 (centres undefined)
    / | -5
(93) COc1ccc2[nH]c(=O)c(CN(Cc3nnnn3Cc3ccc(F)cc3)CC3CCCO3)cc2c1 (centres undefined)
    / | -3
(94) O=c1oc2c(CN3CCOCC3)c(O)ccc2c2c1CCCC2
    / | 1
(95) Cc1cc(C(=O)N2CCN(C(c3ccccc3)c3ccccc3)CC2)no1
    / | -1
(96) CCN(CC)CCn1c(-c2ccccc2)nc(=S)c2c1CC(C)(C)OC2
    / | 8
(97) COc1ccc2c(c1)CCc1c(C(=O)Nc3c(C)nn(Cc4ccccc4)c3C)noc1-2
    / | -12
(98) COC(=O)c1ccccc1NC(=O)Cn1c(=O)oc2ccc(Cl)cc21
    / | 6
(99) Cc1sc(NC(=O)CSc2nnc(COc3ccc(Cl)cc3)n2C)c(C#N)c1C
    / | -8
(100) CNS(=O)(=O)c1cccc(C(=O)OCC(=O)c2cc(C)n(-c3ccc4c(c3)OCO4)c2C)c1
    / | 8
(101) Cc1nc(SCC(C)C)[nH]c(=O)c1Cc1ccccc1
    / | 0
(102) CCCCCC(=O)NC(NC(=S)N1CCOCC1)C(Cl)(Cl)Cl (centres undefined)
    / | 2
(103) COc1ccc(C(=O)O)cc1S(=O)(=O)Nc1cccc(C)c1
    / | 1
(104) c1coc(CSCc2cn3cccnc3n2)c1
    / | 38
(105) COC(=O)c1cn(C)c2ccc(S(=O)(=O)N3CCCC3)cc2c1=O
    / | -1

# Profiles, quoted from the list.
# O=C(Cn1nnc(-c2ccccc2-n2cnnn2)n1)N1CCCCC1 reads RAD54 branch = /; esBAF inh = 10
# COc1ccc(C(=O)O)cc1S(=O)(=O)Nc1cccc(C)c1 reads RAD54 branch = /; esBAF inh = 1

# Further results follow:
# Second line of a record – RAD54 branch | esBAF inh
(106) CC(=O)c1cccc(NC(=O)C2CCCN(S(=O)(=O)c3ccccc3)C2)c1 (centres undefined)
    / | -5
(107) Cc1ccccc1OCC(=O)NCCC(=O)O
    / | 6
(108) O=C(O)CCC(=O)N1CCOc2ccc(Cl)cc21
    / | -3
(109) CCOC(=O)C1=C(C)NC(=O)NC1c1ccc(Cl)cc1Cl (centres undefined)
    / | 10
